Salmonella PhoP GFP: PhoP regulon inhibitors, Salmonella typhi PhoP promoter GFP reporter, confirmatory (AID 1850) | hit rate 0.33% among 310,000 | one-dose inhibition, % at 50 µM; IC50 in µM for titrated hits | Salmonella Typhi PhoP-promoter GFP reporter, fluorescence, 4 h; higher % means a stronger effect; in the data active = a potency from the dose series; inconclusive = inhibition mostly from about 25% at the one dose, without a potency; inactive = the rest, 99 in 100 with inhibition below about 19%;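 also: 0% = induced wells with vehicle and 100% = uninduced wells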
tuberculosis growth: growth inhibition of non-replicating M. tuberculosis (AID 488890) | hit rate 0.39% among 320,000 | Mycobacterium tuberculosis non-replicating, growth inhibition; higher % means a stronger effect | one-dose inhibition, % at 25 µM; IC50 in µM for titrated hits; in the data active = a potency from the dose series; inconclusive = inhibition mostly from about 82% at the one dose, without a potency; inactive = the rest, 99 in 100 with inhibition below about 76%;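 also: plate controls were DMSO cells for no effect and high antibiotic wells for full effect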
H37Rv inhibition: M. tuberculosis growth inhibition, HTS (AID 449762). M. tuberculosis H37Rv growth inhibition, 7H9 media; higher % means a stronger effect. inhibition, % at 25 µM, or IC50 in µM where a hit was titrated. hit rate 0.59% among 330,000; in the data active = a potency from the dose series; inconclusive = inhibition above about 70% without an active follow-up result;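 also: bacterial growth assessed after seven days of incubation; strong numbers were not always called active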
inhibitors of VEEV: inhibitors of VEEV TC-83 cytopathic effect, confirmation, Vero cells (AID 588727); inhibition, % at 20 µM, or IC50 in µM where a hit was titrated; hit rate 0.13% among 350,000; Vero cells, VEEV TC-83 cytopathic effect inhibition; higher % means a stronger effect; in the data active = a potency from the dose series; inconclusive = inhibition mostly from about 14% at the one dose, without a potency; inactive = the rest, 99 in 100 with inhibition below about 12%; also: strong numbers were not always called active
influenza NS1A: H1N1 influenza NS1A inhibitors, functional cell based assay (AID 504329). NS1A functional cell-based assay, percent inhibition; higher % means a stronger effect. inhibition, % at 12.5 µM; hits with a dose series show IC50 in µM. hit rate 0.3% among 340,000; in the data active = a potency from the dose series; inconclusive = inhibition above about 27% without an active follow-up result; also: strong numbers were not always called active
inhibitors of VEEV 10K pilot screen: second read-out of inhibitors of VEEV, no call of its own (marks repeat the call); inhibition, %; measured here: 10K pilot screen inhibition
Numbers without * were called inactive; i = inactive; ? = inconclusive; nt = no result given.

SMILES	Salmonella PhoP GFP	tuberculosis growth	H37Rv inhibition	inhibitors of VEEV	influenza NS1A	others
COc1ccc(CCN2C(=S)NC3CC2(C)Oc2ccc([N+](=O)[O-])cc23)cc1OC (centres undefined)	0%	-5%	3%	i	-24%
CCOc1ccccc1NC(=O)CN1CCCCCC1	-2%	-1%	-7%	i	-5%
Cc1ccccc1N1C(=O)C(Cl)=C(N2CCOCC2)C1=O	0%	41%	-2%	0.1%	-5%
COc1cccc(CC(=O)OCC(=O)Nc2nnc(-c3ccccc3)o2)c1	0%	29%	20%	0.3%	-6%
Cc1ccc(C)c(N2CCN(C(=O)CCc3nc(-c4ccccc4Cl)no3)CC2)c1	nt	nt	nt	6.9%	-7%
COCCNS(=O)(=O)c1cccn1-c1ncc(C(F)(F)F)cc1Cl	4%	-7%	-5%	0.1%	4%
C[N+](C)(C)CCc1ccc(O)cc1	-2%	10%	-12%	1.8%	-10%
CC(=O)c1ccc(N2C(=NC(=O)CCc3ccccc3)SC3CS(=O)(=O)CC32)cc1 (centres undefined)	7%	-4%	5%	1.4%	-4%
O=S(=O)(Nc1nc2ccccc2nc1-[n+]1ccccc1)c1ccc(Cl)cc1	5%	-10%	-1%	2.3%	-5%
O=[N+]([O-])c1c(Nc2ccccc2O)cc(N2CCOCC2)c2nonc12	-3%	-4%	1%	6.0%	5%
CC(C)CC(=O)c1c[nH]c(C(=O)NCc2cccs2)c1	-11%	6%	-8%	0.2%	0%
COC(=O)c1nc(C(=O)OC)c(C(=O)OC)nc1C(=O)OC	-1%	5%	3%	4.1%	-1%

Next section, overlapping the part above by 2 compounds.
SMILES	Salmonella PhoP GFP	tuberculosis growth	H37Rv inhibition	inhibitors of VEEV	influenza NS1A	others
CC(C)CC(=O)c1c[nH]c(C(=O)NCc2cccs2)c1	-11%	6%	-8%	0.2%	0%
COC(=O)c1nc(C(=O)OC)c(C(=O)OC)nc1C(=O)OC	-1%	5%	3%	4.1%	-1%
Cc1ccc([N+](=O)[O-])cc1NC(=O)CCc1ccccc1	-6%	7%	4%	i	-5%
Cn1c(=O)c2c(nc(CN3CCN(c4ccc(F)cc4)CC3)n2CCN2CCOCC2)n(C)c1=O	12%	-6%	-16%	2.5%	-12%
COC(=O)c1ccc(C(=O)NC2CCCc3c2cnn3-c2ccc(C)c(C)c2)cc1 (centres undefined)	-5%	36%	5%	6.4%	-7%
O=S(=O)(NCc1nnc2ccccn12)c1ccc(F)cc1	nt	nt	nt	1.6%	-22%
Cc1cnc(NC(=O)CSc2nnc(-c3ccccc3)n2Cc2ccccc2)s1	6%	-13%	-2%	7.9%	15%
COc1ccc2cc(C3CC(c4ccco4)=NN3S(=O)(=O)c3ccccc3)c(Cl)nc2c1 (centres undefined)	-3%	43%	0%	6.9%	-6%
O=C(Nc1ccc(CCC(=O)N2CCCC2)cc1)c1ncn[nH]1	12%	7%	-8%	i	0%
Cc1ccc(Cn2c(C3CCCN3c3nc(-c4cc(Cl)c(N)c(Cl)c4)cs3)nc3cc(C(=O)NCCCO)ccc32)cc1 (centres undefined)	-52%	-6%	4%	2.0%	-2%
CC1(C)OC(=O)C(=NNc2ccc(O)cc2)C(=O)O1	-2%	77%	1%	6.9%	8%
S=C(NCc1ccco1)Nc1ccc(Cl)cc1	14%	?	-7%	1.1%	3%
Cc1ccc(NC(=O)c2ccc(-n3cccn3)c([N+](=O)[O-])c2)cc1C	9%	8%	-9%	4.5%	2%
NC(=O)NN=C1C2CCCC1C(c1ccccc1)NC2c1ccccc1 (centres undefined)	7%	22%	-5%	2.0%	-9%
C1CC(CN2CCOCC2)CN(Cc2nc(CC3CC3)no2)C1 (centres undefined)	2%	-4%	1%	6.1%	-8%
COc1ccc(CN(CCN)C2CC(C)N(C)CC2C)cc1 (centres undefined)	0%	1%	10%	i	21%
CCOc1cc(N2CCOCC2)c(OCC)cc1NC(=O)CC12CC3CC(CC(C3)C1)C2	0%	39%	8%	i	7%
O=C(Nc1ncccc1O)c1ccc(C(=O)c2ccccc2)cc1	3%	62%	58%	0.7%	-8%
Cc1ccc(NC(=O)Nc2cc(-c3ccccc3)nn2C)cc1Cl	1%	55%	-1%	2.1%	-3%
C#C[C@@]1(O)CCC2C3CCC4=C/C(=N/OCC(=O)NC(C(=O)NC(CC(C)C)C(=O)O)C(C)C)CC[C@]4(C)C3CC[C@@]21C (some centres undefined)	-2%	2%	-13%	1.5%	-11%
c1ccc2c(-c3nc4ncccc4o3)cccc2c1	-9%	20%	-1%	0.6%	-5%
CCn1c(SCc2c(Cl)cccc2Cl)nc2nc3c(cc2c1=O)CCCC3	5%	19%	9%	0.2%	-11%
CCOC(=O)C1=C(Nc2ccc(Br)cc2)CC(C)(O)C(C(=O)OCC)C1c1ccccc1 (centres undefined)	-10%	nt	-1%	1.8%	8%	inhibitors of VEEV 10K pilot screen=0.8
Cc1cc(C(=O)CSc2n[nH]c(N)n2)c(C)n1-c1cc(F)ccc1F	-5%	18%	-5%	4.0%	2%
CN(C)c1ccc(N=Nc2ccc(C(=O)O)cc2)cc1	17%	62%	?	i	-3%
CCOc1nc(NCc2ccco2)nc(Nc2ccccc2F)n1	3%	5%	-7%	1.7%	10%
COCCn1c(SCC(=O)NC2CC2)nnc1-c1ccc(Cl)cc1	nt	6%	4%	i	-3%
CS(=O)(=O)Oc1ccccc1/C=C1/N=C(c2ccc(F)cc2)OC1=O	10%	47%	-4%	0.2%	-12%
O=C(NCc1ccccc1)C1=C[C@H](c2ccc3c(c2)OCO3)C[C@H](OCc2ccc(CO)cc2)O1	-8%	36%	-1%	1.1%	-7%
COc1ccccc1/C=C/C=N/NC(=O)c1cccs1	-16%	?	?	10%	-16%
Cn1nc([N+](=O)[O-])nc1Oc1ccccc1N	13%	-11%	2%	i	3%
O=C(c1ccco1)N1CCN(c2cc(N3CCOCC3)c(F)cc2[N+](=O)[O-])CC1	6%	-3%	-8%	i	4%
CCc1nc(NCC2CCCO2)c2oc3ccccc3c2n1 (centres undefined)	-18%	-3%	-4%	6.8%	-18%
CCCCC/C=C\C[C@H](O)/C=C/c1cccc(C[C@H](O)CCCCO)n1	5%	38%	3%	0.1%	6%
CNC(=O)CSc1nnc(-c2cc(C)cc(C)c2)o1	9%	38%	-1%	0.7%	-10%
CCCC(=O)Nc1nc2nc(-c3ccccc3)cc(-c3ccccc3)n2n1	-2%	-6%	-5%	6.1%	6%
Cc1sc2ncnc(Nc3ccccc3)c2c1C	-9%	-19%	-1%	4.1%	1%
CCc1cc(=O)oc2cc(C)cc(OCC(=O)NCCc3c[nH]c4ccccc34)c12	-3%	8%	-3%	8.5%	-1%
CCC(=O)Nc1c(C#N)c2nc3ccccc3nc2n1-c1ccc(C)cc1	nt	nt	nt	3.4%	10%
CCOCCCNC(=O)CCNS(=O)(=O)c1ccc(C)cc1	5%	-2%	3%	i	-4%
CCOC(=O)COc1ccc2c(c1)C(=O)CC(C)(C)O2	8%	?	55%	1.1%	4%
Cc1nn(C)c(Cl)c1CN1CCN(C2CCCC2)C(CCO)C1 (centres undefined)	-19%	3%	3%	1.3%	-10%
COc1ccc(NC(=O)CC2C(=O)N(C)C(=S)N2Cc2cccs2)cc1 (centres undefined)	10%	3%	5%	1.4%	-5%
CN(Cc1ccccc1)Cc1nc2c(c(=O)n(C)c(=O)n2C)n1CCc1ccccc1	-6%	18%	8%	0.8%	-5%
O=C(O)CC(NC(=O)CCc1ccccc1)c1ccc(Cl)cc1 (centres undefined)	3%	-13%	-4%	0.9%	15%
COc1ccc2c(=O)c3c(=O)n(Cc4ccco4)c(-c4ccc(C)cc4)nc3oc2c1	10%	?	5%	1.1%	8%
CCNc1ccc(C(=O)N/N=C/c2c(C)nn(-c3ccccc3)c2N2CCCC2)cc1[N+](=O)[O-]	-6%	31%	-1%	13%	-3%
CCCn1c(SCC(=O)N2CCc3ccccc32)nnc1-c1ccco1	1%	12%	0%	0.5%	0%
Cc1ccc(C)c(SCC(=O)Nc2oc(C)c3c(C)n[nH]c(=O)c23)c1	0%	5%	3%	2.8%	1%
CCCc1nnc(NC(=O)c2cn(CC)c3cc(N4CCN(C)CC4)c(F)cc3c2=O)s1	67µM*	17%	-1%	0.5%	nt
O=C(NCc1cccs1)c1cccnc1SCCS(=O)(=O)c1ccc(C(F)(F)F)cn1	-7%	69%	4%	i	nt
Cc1ccc(NC(=S)NCCSc2ccc(Cl)cc2)cc1	21%	?	4%	0.4%	-2%
CCOC(=O)c1sc(NC(=O)c2ccc(S(=O)(=O)N3CCOCC3)cc2)cc1C	0%	-1%	-5%	2.6%	-5%
COc1ccc(S(=O)(=O)N(CC(=O)NCC2CCCO2)Cc2ccccc2)cc1C (centres undefined)	-4%	10%	0%	4.9%	-4%
COc1ccc(NC(=O)CC2C(=O)Nc3ccccc3N2CC(=O)N2CCCC2)cc1 (centres undefined)	nt	5%	2%	1.2%	-12%
O=C1NCC(c2ccccc2)C1C(=O)N/N=C/c1ccc(Cl)s1 (centres undefined)	-15%	32%	0%	1.4%	7%
COc1cccc(NC(=O)NC2(C(=O)N3CCN(C)CC3)CCCCC2)c1	10%	-5%	-5%	0.9%	0%
COc1ccc(CC(=O)NC2CC(C)(C)NC(C)(C)C2)cc1	-7%	-2%	2%	4.4%	-5%
Cc1ccc2cc(CN(CC3CCCO3)C(=S)NCc3ccco3)c(=O)[nH]c2c1 (centres undefined)	4%	27%	5%	9.0%	2%
O=C(Cn1cc([N+](=O)[O-])ccc1=O)Nc1ccc2c(c1)OCO2	nt	-7%	-2%	4.1%	3%
CCn1c2c(c3ccc(OC)cc31)CCCC2=O	-4%	4%	3%	1.2%	12%

18 structures from above, sorted by SMILES length, falling.
SMILES	Salmonella PhoP GFP	tuberculosis growth	H37Rv inhibition	inhibitors of VEEV	influenza NS1A	others
CCNc1ccc(C(=O)N/N=C/c2c(C)nn(-c3ccccc3)c2N2CCCC2)cc1[N+](=O)[O-]	-6%	31%	-1%	13%	-3%
CCCc1nnc(NC(=O)c2cn(CC)c3cc(N4CCN(C)CC4)c(F)cc3c2=O)s1	67µM*	17%	-1%	0.5%	nt
O=C(NCc1cccs1)c1cccnc1SCCS(=O)(=O)c1ccc(C(F)(F)F)cn1	-7%	69%	4%	i	nt
CN(Cc1ccccc1)Cc1nc2c(c(=O)n(C)c(=O)n2C)n1CCc1ccccc1	-6%	18%	8%	0.8%	-5%
COc1ccc(NC(=O)CC2C(=O)Nc3ccccc3N2CC(=O)N2CCCC2)cc1 (centres undefined)	nt	5%	2%	1.2%	-12%
COc1ccc(S(=O)(=O)N(CC(=O)NCC2CCCO2)Cc2ccccc2)cc1C (centres undefined)	-4%	10%	0%	4.9%	-4%
Cc1ccc(C)c(SCC(=O)Nc2oc(C)c3c(C)n[nH]c(=O)c23)c1	0%	5%	3%	2.8%	1%
O=C(Cn1cc([N+](=O)[O-])ccc1=O)Nc1ccc2c(c1)OCO2	nt	-7%	-2%	4.1%	3%
COc1ccc(NC(=O)CC2C(=O)N(C)C(=S)N2Cc2cccs2)cc1 (centres undefined)	10%	3%	5%	1.4%	-5%
CCC(=O)Nc1c(C#N)c2nc3ccccc3nc2n1-c1ccc(C)cc1	nt	nt	nt	3.4%	10%
O=C1NCC(c2ccccc2)C1C(=O)N/N=C/c1ccc(Cl)s1 (centres undefined)	-15%	32%	0%	1.4%	7%
CCCn1c(SCC(=O)N2CCc3ccccc32)nnc1-c1ccco1	1%	12%	0%	0.5%	0%
COc1ccc(CC(=O)NC2CC(C)(C)NC(C)(C)C2)cc1	-7%	-2%	2%	4.4%	-5%
Cc1nn(C)c(Cl)c1CN1CCN(C2CCCC2)C(CCO)C1 (centres undefined)	-19%	3%	3%	1.3%	-10%
CCOC(=O)COc1ccc2c(c1)C(=O)CC(C)(C)O2	8%	?	55%	1.1%	4%
CCOCCCNC(=O)CCNS(=O)(=O)c1ccc(C)cc1	5%	-2%	3%	i	-4%
Cc1ccc(NC(=S)NCCSc2ccc(Cl)cc2)cc1	21%	?	4%	0.4%	-2%
CCn1c2c(c3ccc(OC)cc31)CCCC2=O	-4%	4%	3%	1.2%	12%
